# Source: PubChem (National Center for Advancing Translational Sciences (NCATS))
# FBPA Giardia inh – Giardia lamblia aldolase inhibition. A8B2U2. purified Giardia FBPA. Potency, µM (top dose mostly 59.6 µM), for the others: at the highest dose activity, negative = inhibition, actives largely listed as inhibitors. actives 0.71% (n = 290,000). AID 2451; note: potency is the fitted concentration of half-maximal effect; nearly all actives have a fitted effect of over 55% in size
# Target sequence (A8B2U2 whole entry, looked up): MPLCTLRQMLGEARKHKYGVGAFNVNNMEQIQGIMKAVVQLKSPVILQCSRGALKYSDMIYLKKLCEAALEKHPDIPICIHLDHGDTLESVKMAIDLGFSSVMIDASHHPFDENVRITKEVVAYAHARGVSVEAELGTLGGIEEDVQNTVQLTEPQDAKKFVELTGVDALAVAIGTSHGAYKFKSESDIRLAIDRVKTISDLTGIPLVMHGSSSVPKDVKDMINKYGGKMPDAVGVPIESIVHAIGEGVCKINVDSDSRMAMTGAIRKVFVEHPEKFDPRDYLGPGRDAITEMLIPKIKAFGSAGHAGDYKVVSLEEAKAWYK
#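 Giardia FBPA (40 nM reagent) was preincubated 10 min at RT with compound (up to 57.5 uM final), then substrate plus GAPDH/TPI/NAD/arsenate coupling system with diaphorase/resazurin was added; resorufin fluorescence (525/598 nm) was read after 20 min.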
# AmpC inh no detg – AmpC beta-lactamase inhibition without detergent; P00811; AmpC nitrocefin hydrolysis, absorbance 480 nm, 0.0001% Triton; Potency, µM (series often up to 57.1 µM), inactives show top-dose activity change, negative = inhibition, usual class: inhibitors; actives 0.52% (n = 330,000); AID 485341;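 note: potency is the fitted concentration of half-maximal effect; plate controls were no compound for no effect and no enzyme for full effect; nearly all actives have a fitted effect of over 20% in size; some results filed as inactive show a strong effect at the top dose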
# Target sequence (P00811 whole entry, looked up): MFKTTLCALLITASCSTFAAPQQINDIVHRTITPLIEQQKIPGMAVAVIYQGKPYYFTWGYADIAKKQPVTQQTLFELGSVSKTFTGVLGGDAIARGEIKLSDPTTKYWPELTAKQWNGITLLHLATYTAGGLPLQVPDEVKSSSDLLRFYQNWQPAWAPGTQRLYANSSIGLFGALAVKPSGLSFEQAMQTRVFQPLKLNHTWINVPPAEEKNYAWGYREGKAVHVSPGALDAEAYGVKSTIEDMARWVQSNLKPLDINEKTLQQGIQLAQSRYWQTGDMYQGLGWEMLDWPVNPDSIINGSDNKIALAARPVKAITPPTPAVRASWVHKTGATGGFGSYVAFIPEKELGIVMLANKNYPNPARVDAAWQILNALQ
#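 AmpC (5.3 nM in the dispensed reagent) in 20 mM phosphate pH 7.0 with 0.01% (detergent screen) or 0.0001% Triton X-100 was preincubated with compounds for 15 min at room temperature. Nitrocefin was then added from an 800 uM solution, and hydrolysis was followed at 480 nm.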
# HCMV antiviral – human cytomegalovirus inhibition. AID 1259415. HFF cells, HCMV-luciferase reporter, 72 h; hits give low values. actives 4.5% (n = 410,000). activity change, negative = inhibition, % at 57.5 µM; in the data active = activity change below about -60%; inconclusive = no clear call, values can overlap the other calls; inactive = above about -39%
#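 After 16 h attachment at 37C, HFF cells received test compound and HCMV-luciferase (1 PFU/cell); reporter luminescence read 72 h later, data normalized against buffer-only and known inhibitor Salinomycin.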
# AMA1 RON2 block – disrupts binding of P. falciparum AMA1 to RON2; AlphaScreen AMA1-biotinylated RON2 peptide binding; Potency, µM (doses to about 58.2 µM), for inactives: top-dose activity change, negative = inhibition, most hits filed as inhibitors; actives 0.2% (n = 360,000);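 note: potency is the fitted concentration of half-maximal effect; 0% = vehicle wells and -100% = peptide control; nearly all actives have a fitted effect of over 45% in size; some results filed as inactive show a strong effect at the top dose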
#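 AMA1 (3D7) with his tag at 25 nM final met compounds first, then biotinylated RON2 peptide at 25 nM; detection used donor plus acceptor beads, 10 µg/mL apiece, read by AlphaScreen after 30 min at room temperature.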
# Sm TGR inh – inhibitors of Schistosoma mansoni thioredoxin glutathione reductase | Q962Y6 | purified TGR, DTNB reduction, TNB absorbance 405 nm | Potency, µM (series often up to 114 µM), for the others: top-dose activity change, negative = inhibition, most hits filed as inhibitors | actives 3% (n = 360,000) | AID 485364; note: potency is the fitted concentration of half-maximal effect; nearly all actives have a fitted effect of over 60% in size
#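 Kinetic colorimetric format: TGR-catalysed, NADPH-driven DTNB reduction monitored via TNB absorbance. Enzyme dispensed at 20 nM; compound exposure 15 min at room temperature before reaction start.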
# AmpC inh detg – blocks E. coli AmpC beta-lactamase in detergent assay; AmpC hydrolysis of nitrocefin, absorbance 480 nm, 0.01% Triton; P00811; Potency, µM (top dose mostly 114 µM), for the others: top-dose activity change, negative = inhibition, most hits filed as inhibitors; actives 0.041% (n = 370,000);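 note: potency is the fitted concentration of half-maximal effect; 0% = no-compound wells and -100% = no-enzyme wells; nearly all actives have a fitted effect of over 25% in size; some results filed as inactive show a strong effect at the top dose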
#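 AmpC (5.3 nM in the dispensed reagent) in 20 mM phosphate pH 7.0 with 0.01% (detergent screen) or 0.0001% Triton X-100 was preincubated with compounds for 15 min at room temperature. Nitrocefin was then added from an 800 uM solution, and hydrolysis was followed at 480 nm.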
# * marks the source's active call; other numbers are inactive results; ? = inconclusive; nt = not tested or not shown; [ ] = dose if it differs, or a comment. Unless noted, calls come from the whole dose curve; as a rule, active = well fitted curve in the direction sought with a large enough effect; inconclusive = small, poorly fitted or top-dose-only effect, or another doubt; inactive = no such curve, though single readings can be large; an effect the other way counts as inactive or inconclusive. Unless noted, % is set by controls: 0 for no effect and ±100 for the full control effect. No enrichment for hits; about 7.8% have a hit in one of these screens.
item	molecule	FBPA Giardia inh	AmpC inh no detg	HCMV antiviral
1	CCN(CC)c1ccc(S(=O)(=O)N2CCOCC2)cc1NC(=O)CN1C(=O)NC2(CCCC2)C1=O	-1%	77%[activator]	-37
2	COc1ccc(NC(=O)CCc2c(C)nc3c(c2C)c(=O)n(C)c(=O)n3C)c(OC)c1	nt	nt	-76*
3	c1coc(CNc2c3c(nc4ncnn24)CCCC3)c1	-6%	-16%	11
4	COc1cc(NC(=O)c2nnn(Cc3ccc(SC)cc3)c2N)cc(OC)c1	-1%	-19%	12
5	COc1ccccc1C(=O)Nc1ccc(NC(=O)c2ccco2)c(C)c1	nt	-10%	nt
6	Cc1cc(C(=O)COC(=O)CCCN2C(=O)c3ccccc3C2=O)c(C)n1C	0%	17%	58
7	COc1ccc(C2c3ccc4ccccc4c3Oc3ncn(CCO)c(=N)c32)cc1OC (stereo not drawn)	-8%	224%[activator]	nt
8	C#CC1(NC(=O)NS(=O)(=O)c2ccc(C)cc2)CCCCC1	-26%	-17%	-9
9	Cc1cccc(C)c1NC(=O)CN(c1ccccn1)S(=O)(=O)c1ccccc1	6%	3%	44
10	Cc1nn2c(-c3ccccn3)ccnc2c1Cl	0%	0%	-22
11	COc1cc(CC(=O)N(c2ccccc2)c2nc(C)cs2)cc(OC)c1OC	0%	93%[activator]	-4
12	C=C(C)C1CC=C(C)/C(=N/NC(=O)c2ccc(NC(=O)c3cccc(C)c3)cc2)C1 (stereo not drawn)	-1%	-31%	2

item	AMA1 RON2 block	Sm TGR inh	AmpC inh detg
1	3%	0%	2%
2	nt	7%	17%
3	3%	-29%	-2%
4	-20%	-1%	-8%
5	6%	6%	-5%
6	-10%	?	-17%
7	-12%	0%	2%
8	0%	2%	?
9	11%	80%[activator]	0%
10	4%	-1%	-8%
11	-20%	0%	-5%
12	-3%	-12%	-4%

# The results go on:
item	molecule	FBPA Giardia inh	AmpC inh no detg	HCMV antiviral
13	COc1ccc(N(C)C(=O)c2cn(CC(C)C)c(=O)c3cc(OC)c(OC)cc23)c(OC)c1	8%	40%	-1
14	CN(Cc1cnccn1)Cc1nc(Cc2ccccc2Cl)no1	-1%	2%	-22
15	CCN(CC)CCNC(=O)C(=O)Nc1c2c(nn1-c1ccc(F)cc1)CSC2	nt	nt	-14
16	CCCCn1c(O)c(C=NCCCn2ccnc2)c(=O)[nH]c1=O	0%	-6%	-16
17	CC1CC(OCC(O)CN2CCN(Cc3ccccc3)CC2)CC(C)(C)C1 (stereo not drawn)	-11%	96%[activator]	-8
18	O=C1CCCCC1Sc1nnc(Nc2ccccc2)s1 (stereo not drawn)	-15%	-20%	-34
19	CCOc1cccc(CNCc2ccncc2)c1	?	-9%	25
20	CN1CCNC(=O)C1CC(=O)NCCC1=CCCCC1 (stereo not drawn)	0%	3%	-27
21	O=C(COC(=O)Cc1ccccc1)Nc1cc(S(=O)(=O)N2CCOCC2)ccc1N1CCCC1	3%	24%	-14
22	COCCNC(=O)C(C)OC(=O)C1=Cc2ccccc2OC1 (stereo not drawn)	2%	-8%	5
23	O=C(Nc1ccc(OCc2ccccc2)cc1)c1cccnc1	5%	-5%	9
24	COc1cc(CNc2ccc3[nH]c(=O)[nH]c3c2)ccc1OCc1c(F)cccc1Cl	-12%	-15%	-20

item	AMA1 RON2 block	Sm TGR inh	AmpC inh detg
13	14%	-7%	-5%
14	6%	3%	-2%
15	nt	-4%	0%
16	-4%	0%	-5%
17	-1%	-6%	-6%
18	-15%	1%	8%
19	3%	5%	-13%
20	12%	-25%	6%
21	7%	-8%	-5%
22	7%	-1%	3%
23	-1%	-1%	-2%
24	-4%	-29%	5%

# (cont.)
item	molecule	FBPA Giardia inh	AmpC inh no detg	HCMV antiviral
25	Oc1ccc2ccccc2c1CN1CCN(c2ccccc2)CC1	-13%	-11%	34
26	CCOC(=O)c1ccccc1NC(=O)CSc1ccc(-c2cccs2)nn1	nt	nt	-14
27	Cc1cccc(-n2c(C)nc3cc(C(=O)N4CCOCC4)ccc32)c1	-9%	21%	-36
28	O=C(CC1C(=O)NCCN1CC1CCCCC1)NCc1cc(F)ccc1F (stereo not drawn)	7%	37%	9
29	CCn1nnnc1SCC(=O)N1N=C(c2cccs2)CC1c1cccs1 (stereo not drawn)	nt	9%	65
30	CN1CCN(C(=O)C2(NC(=O)NCc3ccccc3)CCCCC2)CC1	15%	-9%	-20
31	COCCCNC(=O)N1c2ccccc2Sc2ccccc21	5%	47%	49
32	CC1CC(=O)Nc2ccccc2N1C(=O)CN1CCN(C=O)CC1 (stereo not drawn)	3%	-11%	-17
33	CNc1nc(C)c([N+](=O)[O-])c(Nc2ccc(OC)cc2)n1	9%	-13%	20
34	CN(C)c1ccc(CNC(=O)CCn2cccn2)cc1	nt	nt	6
35	CCOc1ccc(N/C(N)=N/c2nc(C)c(C)c(=O)[nH]2)cc1	-20%	-2%	15
36	CCn1cc(C(=O)NCCc2ccc(Cl)cc2)c(=O)c2cc(S(=O)(=O)N3CCCCCC3)ccc21	nt	nt	1

item	AMA1 RON2 block	Sm TGR inh	AmpC inh detg
25	-10%	2.8µM*	-11%
26	nt	4%	19%
27	9%	-22%	?
28	17%	8%	-3%
29	2%	-18%	0%
30	1%	0%	-5%
31	5%	31%	4%
32	-1%	-5%	2%
33	-10%	1%	?
34	nt	-13%	1%
35	?	-6%	0%
36	nt	9%	3%

# Later entries
item	molecule	FBPA Giardia inh	AmpC inh no detg	HCMV antiviral
37	CCOc1cc(CNC(=O)c2ccc(C)c(NC(=O)c3nsc4ccccc34)c2)ccc1OC	nt	nt	13
38	O=C(c1ccccc1)c1c(O)nc(-c2ccccc2)n(-c2ccccc2)c1=O	1%	-20%	8
39	Cc1oc(-c2cccc(Cl)c2)nc1CN1CCC(C(=O)NCCCN2CCN(c3cccc(Cl)c3)CC2)CC1	nt	nt	-5
40	O=C(OCC(=O)N1CCC(Cc2ccccc2)CC1)c1ccc[nH]c1=O	1%	-7%	7
41	Nc1c(C(=O)NCc2ccc(Cl)cc2Cl)nnn1Cc1ccc(Br)cc1	nt	nt	-1
42	O=[N+]([O-])c1c(NCCCO)cc(SCc2ccco2)c2nonc12	?	-12%	50
43	O=C(CCNC(=O)N1CCn2c1nc1ccccc12)NCc1ccc(F)cc1	15%	46%	-34
44	O=C(c1cccnc1)C1Cc2ccccc2C1=O (stereo not drawn)	?	3%	0
45	CCC(CO)Oc1cc(NCc2cccc(OC)c2)c2ncn(C(C)C)c2c1 (stereo not drawn)	nt	143%[activator]	-5
46	Cc1cccc(C(=O)OCC(=O)N(CC(C)C)c2c(N)n(Cc3ccccc3)c(=O)[nH]c2=O)c1C	nt	-13%	?
47	CCOc1ccc2nc(N3CCN(C(=O)c4ccco4)CC3)sc2c1	nt	nt	23
48	CCOc1ccccc1N1CC(C(=O)NNC(=O)c2ccc(F)cc2)CC1=O (stereo not drawn)	nt	-4%	-25

item	AMA1 RON2 block	Sm TGR inh	AmpC inh detg
37	nt	-1%	29%
38	22%	-18%	?
39	nt	3%	19%
40	5%	-34%	-1%
41	nt	-2%	-1%
42	-12%	3.2µM*	?
43	18%	1%	?
44	8%	11%	-11%
45	-4%	nt	nt
46	0%	-13%	0%
47	nt	-2%	4%
48	14%	0%	-6%

# The results go on.
item	molecule	FBPA Giardia inh	AmpC inh no detg	HCMV antiviral
49	N#CC1CN(C(c2ccccc2)c2ccccc2)C1	0%	0%	?
50	N#CCN=C(c1ccccc1)c1ccccc1	nt	-13%	-10
51	Cc1cccc(C(=O)NCC(=O)OCc2cc(=O)n3nc(CC(C)C)sc3n2)c1	nt	nt	12
52	O=[N+]([O-])c1ccccc1/C=C\C=N\N1CCN(c2ccccc2)CC1	-7%	-12%	-9
53	Cc1cc(C=NCCO)c(C)n1-c1cc(Cl)ccc1Cl	-12%	-42%	-35
54	CCCCc1cc(=O)oc2cc(OCC(=O)NCCN3CCOCC3)c(Cl)cc12	nt	165%[activator]	?
55	Cn1c(SCc2ccc(F)cc2Cl)nc2ccccc2c1=O	nt	-5%	?
56	CCC1Oc2ccccc2N(CC(=O)NCCCN2CCCCC2CC)C1=O (stereo not drawn)	3%	6%	83
57	O=C(COC(=O)c1ccc(OC(F)F)cc1)NCCNC(=O)COC(=O)c1ccc(OC(F)F)cc1	nt	38%	-18
58	CCn1nc(CCC(=O)O)c2ccccc2c1=O	-5%	-21%	-31
59	CCOC(=O)c1cc2c(=O)n3ccccc3nc2n(CC2CCCO2)c1=NC(=O)c1cc(C)cc(C)c1 (stereo not drawn)	nt	nt	?
60	COc1ccc(C2SCCN2C(=S)Nc2cccc(C(F)(F)F)c2)cc1 (stereo not drawn)	-16%	-23%	33

item	AMA1 RON2 block	Sm TGR inh	AmpC inh detg
49	7%	98%[activator]	-9%
50	1%	-10%	-3%
51	nt	-2%	0%
52	?	-1%	7%
53	0%	-11%	1%
54	0%	-11%	1%
55	3%	-12%	?
56	-3%	?	-13%
57	30%	-1%	1%
58	0%	-7%	-10%
59	nt	-9%	-3%
60	7%	-2%	-12%

# 4 entries from above, ordered by SMILES length, ascending.
item	molecule	FBPA Giardia inh	AmpC inh no detg	HCMV antiviral
58	CCn1nc(CCC(=O)O)c2ccccc2c1=O	-5%	-21%	-31
49	N#CC1CN(C(c2ccccc2)c2ccccc2)C1	0%	0%	?
54	CCCCc1cc(=O)oc2cc(OCC(=O)NCCN3CCOCC3)c(Cl)cc12	nt	165%[activator]	?
59	CCOC(=O)c1cc2c(=O)n3ccccc3nc2n(CC2CCCO2)c1=NC(=O)c1cc(C)cc(C)c1 (stereo not drawn)	nt	nt	?

item	AMA1 RON2 block	Sm TGR inh	AmpC inh detg
58	0%	-7%	-10%
49	7%	98%[activator]	-9%
54	0%	-11%	1%
59	nt	-9%	-3%

# Later entries:
item	molecule	FBPA Giardia inh	AmpC inh no detg	HCMV antiviral
61	Cc1c(C(=O)NCCc2ccc(Cl)cc2)cccc1-n1cnc2cccnc21	nt	nt	0
62	COc1ccccc1CNC(=O)COC(=O)Cc1c(F)cccc1Cl	-7%	30%	-37
63	Cc1cc(C(=O)COC(=O)/C=C/c2cccc(Br)c2)c(C)n1C	nt	-22%	-18
64	Cc1cnc([N+](=O)[O-])n1CCOC(=O)NC(=O)c1ccc(C(F)(F)F)cc1	0%	-6%	39
65	Cc1cccc(/C=N/NC(=O)NC2CCCCC2)c1	2%	6%	13
66	Cc1cccc(-n2ncc3c(N4CCCC(C)C4)ncnc32)c1 (stereo not drawn)	nt	nt	-35

item	AMA1 RON2 block	Sm TGR inh	AmpC inh detg
61	nt	5%	14%
62	-16%	0%	7%
63	?	-20%	?
64	-4%	1%	-3%
65	0%	17%	9%
66	nt	12%	11%
